# Assay outcomes deposited in PubChem BioAssay by The Scripps Research Institute Molecular Screening Center.
# GPR151 activ: activators of human GPR151, primary screen, cell-based, PathHunter beta-arrestin, luminescence | PathHunter beta-arrestin GPR151 cells | AID 1508602, 2020 | 650,000 tested, 1% active | G-protein coupled receptor 151 (Homo sapiens), Q8TDV0 | activation, % at 11.2 µM; in the data active means activation above about 4.9%;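 further: 0% = median of compound wells and 100% = cells with positive control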
# Target sequence (Q8TDV0 whole entry, looked up): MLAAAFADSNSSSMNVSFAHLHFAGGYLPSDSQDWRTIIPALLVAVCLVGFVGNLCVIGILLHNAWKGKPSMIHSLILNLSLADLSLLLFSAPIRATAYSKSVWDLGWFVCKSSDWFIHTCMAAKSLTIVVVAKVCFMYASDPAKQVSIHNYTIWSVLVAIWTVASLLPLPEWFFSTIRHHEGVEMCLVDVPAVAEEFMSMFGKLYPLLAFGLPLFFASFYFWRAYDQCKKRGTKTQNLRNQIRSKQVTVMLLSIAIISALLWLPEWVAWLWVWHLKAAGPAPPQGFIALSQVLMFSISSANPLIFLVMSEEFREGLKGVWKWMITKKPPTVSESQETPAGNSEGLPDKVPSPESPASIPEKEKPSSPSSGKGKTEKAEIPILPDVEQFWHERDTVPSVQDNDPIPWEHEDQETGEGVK
# MITF inh: MITF inhibitors, primary screen, biochemical, AlphaScreen, human. AlphaScreen MITF homodimerization, bead proximity signal. 650,000 tested, 0.91% active. AID 1259374, 2018. inhibition, % at 2.6 µM; in the data active means inhibition above about 50%;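 further: 0% = vehicle wells with protein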
# Target sequence (O75030 whole entry, looked up): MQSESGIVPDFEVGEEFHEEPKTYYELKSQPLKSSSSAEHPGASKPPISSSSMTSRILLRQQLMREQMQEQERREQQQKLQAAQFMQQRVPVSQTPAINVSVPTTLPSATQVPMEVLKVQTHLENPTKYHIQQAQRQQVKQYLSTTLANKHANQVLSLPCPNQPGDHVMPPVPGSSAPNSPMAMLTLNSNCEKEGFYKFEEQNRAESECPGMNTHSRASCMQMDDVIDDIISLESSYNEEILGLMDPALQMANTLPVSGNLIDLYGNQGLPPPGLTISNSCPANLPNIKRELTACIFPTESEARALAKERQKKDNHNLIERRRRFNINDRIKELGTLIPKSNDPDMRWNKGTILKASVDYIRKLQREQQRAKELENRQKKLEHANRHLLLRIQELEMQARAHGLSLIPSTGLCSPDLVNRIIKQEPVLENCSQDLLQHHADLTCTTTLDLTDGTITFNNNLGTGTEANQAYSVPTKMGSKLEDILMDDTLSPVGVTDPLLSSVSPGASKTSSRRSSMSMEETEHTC
# FBW7 activator: FBW7 E3 ligase activators, primary screen, biochemical, AlphaScreen, human. F-box/WD repeat-containing protein 7 (Homo sapiens), Q969H0. AlphaScreen FBW7–phospho-cyclin E peptide binding, activator screen. normalized activity (activation), % at 26.1 µM. 650,000 tested, 0.13% active. AID 1259310, 2017; in the data active means normalized activity above about 1.9%;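 further: purified mutant Fbw7 with reduced substrate affinity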
# TEAD-YAP inh: TEAD-YAP interaction inhibition, primary screen, TEAD-YAP interaction inhibitor project, luminescence, HEK-TIYL cells | TEAD-Gal4/YAP UAS-luciferase luminescence | inhibition, % at 9.12 µM | 640,000 tested, 1.4% active; in the data active means inhibition above about 32%;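 further: 0% = median of test compound wells and 100% = reference inhibitor wells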
# Starred values were filed as active, the others as inactive; & = joins results of further samples. Hits appear at their usual frequency; about 3.4% have a hit in one of these screens.
# Short forms: A = GPR151 activ; B = MITF inh; C = FBW7 activator; D = TEAD-YAP inh
CNC(=O)/C(=C\C=C\c1ccccc1)NC(=O)c1ccc([N+](=O)[O-])cc1
  A: -1.3; B: 9; C: 0.1; D: 8
COc1ccc(S(=O)(=O)Nc2ccc(S(=O)(=O)N3CCCCC3)cc2)cc1
  A: 0.2; B: -6; C: -0.1; D: 1
Cc1ccc(C(=O)Nc2cnn(-c3ccc(C(=O)N4CCSCC4)cc3)c2)c(C)c1
  A: -1.2; B: -19; C: -0.3; D: 1
C#CCn1c(=NC(=O)c2cccs2)sc2cc(OC)c(OC)cc21
  A: 1.0; B: -9; C: 0.0; D: -13
Cc1c(C(=O)C(=O)Nc2cccc(Br)c2)c2ccccc2n1C
  A: 0.4; B: -4; C: -0.2; D: -5
COc1ccc(/C=C2/N=C(c3cccc4ccccc34)OC2=O)cc1OC(C)=O
  A: 1.8; B: -1; C: 0.0; D: -15
Cc1ccc(C(=O)c2nocc2C(=O)c2ccccc2)cc1
  A: -0.7; B: 1; C: -0.2; D: 4
CC(C)c1ccc(C2/C(=C(/O)c3ccc([N+](=O)[O-])cc3)C(=O)C(=O)N2CCCCCC(=O)O)cc1 (centres undefined)
  A: -2.1; B: 14; C: 0.1; D: 11
O=C(CCCn1c(=S)[nH]c2cc3c(cc2c1=O)OCO3)NCCCN1CCN(c2cccc(Cl)c2)CC1
  A: -1.9; B: 1; C: 0.0; D: -3
Cc1cc(C)nc(SCCSCc2ccc(Cl)cc2)n1
  A: 0.8; B: 1; C: -0.2; D: 3
CCOc1cc(C=O)cc(Cl)c1OC(=O)c1ccccc1[N+](=O)[O-]
  A: 1.5; B: 9; C: -0.1; D: 3
COc1ccc(-c2cnn3c(N4CCOCC4)ccnc23)cn1
  A: -1.0; B: -5; C: 0.0; D: -29
CC(=O)c1ccc(NC(=O)CCC(=O)OC(C)C(=O)c2ccc(C)cc2)cc1 (centres undefined)
  A: -1.2; B: -4; C: 0.6; D: 9
CC(=O)NNC(=O)c1ccc(Cl)cc1
  A: 0.3; B: -1; C: 0.6; D: -4
CCC(=O)Nc1ccccc1C(=O)C(=O)O
  A: 0.2; B: 5; C: -0.1; D: -1
O=C1NC(=Nc2ccccc2)c2c1cccc2[N+](=O)[O-]
  A: 2.9; B: -4; C: -0.1; D: 9
CCCCOc1cccc(N/C=C(/C#N)c2nc(-c3ccc(CC(C)C)cc3)cs2)c1
  A: -0.1; B: -12; C: -0.1; D: -1
Cc1ccc(CC2(CCC(=O)NC3CCCN(Cc4ccccc4)C3)CCC(=O)N2)cc1 (centres undefined)
  A: 1.0; B: -22; C: 0.0; D: 5
COc1ccc(/C=C2\N=C(c3cc([N+](=O)[O-])ccc3Cl)OC2=O)cc1
  A: -0.3; B: 1; C: -0.1; D: -9
Cc1cc(C)c2c(N)c(C(=O)Nc3ccc(I)cc3C)sc2n1
  A: 1.0; B: -3; C: -0.1; D: 6
COc1ccc2c(c1)c(CC(=O)N1CCN(c3ccccc3)CC1)c(C)n2C(=O)c1ccc(Cl)cc1
  A: 1.3; B: 2; C: 0.3; D: -5
CC(C)c1ccc(/C=c2/sc3n(c2=O)C(N)=C(C#N)C(c2ccc(C(C)C)cc2)C=3C#N)cc1 (centres undefined)
  A: 0.8; B: 5; C: 0.1; D: 11
CCCN1CCN(c2c(Cl)cccc2NC(=O)Nc2ccc(Br)cc2)CC1
  A: -0.3; B: -15; C: 0.0; D: -12
COc1ccc(C2=Nc3ccc(F)cc3C(c3cccnc3)=NN2)cc1OC
  A: 0.7; B: -9; C: 0.1; D: 2
COc1ccc(CCN(C)C2CCCN(C(=O)/C=C/c3cccnc3)C2)cc1OC (centres undefined)
  A: -0.3; B: 5; C: -0.1; D: 7
CCC(=O)OC1=C2C(=Nc3c(c(=O)n(C)c(=O)n3C)C2c2ccc(C)cc2)c2ccccc21 (centres undefined)
  A: 0.1; B: -5; C: 0.0; D: 5
NC(=O)c1ccccc1NC(=O)CCSc1ccc([N+](=O)[O-])cc1Cl
  A: 3.1; B: -12; C: -0.2; D: -10
Cc1cc(C(=O)N/N=C/c2cc3c(cc2[N+](=O)[O-])OCO3)c(C)n1-c1ccc(F)cc1
  A: 0.8; B: 4; C: -0.1; D: 4
CS(=O)(=O)N1CCCC(C(=O)N2CCc3ccccc3C2)C1 (centres undefined)
  A: -0.6; B: -3; C: 0.2; D: 4
COc1ccc(Br)cc1CNC(=O)CCN1C(=O)COc2ccccc21
  A: 0.6; B: -10; C: 0.0; D: 4
O=C(NC1CCN(C(=O)Nc2ccccc2F)CC1)c1cccc(F)c1
  A: -0.9; B: -5; C: -0.2; D: -1
CN1CCN(C(=O)c2ccc(-c3cccc(C(=O)NCCO)n3)cc2)CC1
  A: 0.6; B: 25; C: 0.3; D: 1
O=C(NCCCO)C(=O)NCC1OCCCN1S(=O)(=O)c1ccccc1 (centres undefined)
  A: 1.5; B: 6; C: 0.2; D: 8
CCN(CC)c1ccc(-n2cccc2)cc1
  A: 0.7; B: 2; C: -0.1; D: 16
COc1ccc(S(=O)(=O)NC2CC3CCC2C3)cc1 (centres undefined)
  A: -0.5; B: -2; C: -0.1; D: -7
CCC(=O)N1CCc2cc(S(=O)(=O)N(C)c3cccc(C)c3)ccc21
  A: -1.1; B: 17; C: 1.3; D: -5
COc1ccc(C2SCCN2S(=O)(=O)c2ccc(F)cc2)cc1 (centres undefined)
  A: 0.6; B: 0; C: 0.6; D: -1
N#CSCC(=O)N1c2ccccc2Sc2ccc(C(F)(F)F)cc21
  A: -0.5; B: 8; C: -0.1; D: 14
CSc1cccc(-n2c(C)cc(C(N)=O)c2C)c1
  A: 2.1; B: -10; C: 0.1; D: -4
O=C(COC(=O)CC1CC2CCC1C2)Nc1cccc(I)c1 (centres undefined)
  A: 0.6; B: 0; C: -0.1; D: -3

# Structures from the list above that contain a thiophene ring, fused or not:
# Short forms: A = GPR151 activ; B = MITF inh; C = FBW7 activator; D = TEAD-YAP inh
C#CCn1c(=NC(=O)c2cccs2)sc2cc(OC)c(OC)cc21
  A: 1.0; B: -9; C: 0.0; D: -13
Cc1cc(C)c2c(N)c(C(=O)Nc3ccc(I)cc3C)sc2n1
  A: 1.0; B: -3; C: -0.1; D: 6

# Whole records from above.
# Results for COc1ccc(S(=O)(=O)NC2CC3CCC2C3)cc1 (centres undefined) : GPR151 activ = -0.5; MITF inh = -2; FBW7 activator = -0.1; TEAD-YAP inh = -7
# Results for CCN(CC)c1ccc(-n2cccc2)cc1 : GPR151 activ = 0.7; MITF inh = 2; FBW7 activator = -0.1; TEAD-YAP inh = 16
# Results for CSc1cccc(-n2c(C)cc(C(N)=O)c2C)c1 : GPR151 activ = 2.1; MITF inh = -10; FBW7 activator = 0.1; TEAD-YAP inh = -4

# Further results follow.
# Short forms: A = GPR151 activ; B = MITF inh; C = FBW7 activator; D = TEAD-YAP inh
Cc1cccc(C)c1N1CCN(CCC2Oc3cc([N+](=O)[O-])ccc3NC2=O)CC1 (centres undefined)
  A: 0.2; B: 3; C: 0.1; D: -5
O=[N+]([O-])c1ccc(-c2c[nH]c(=S)[nH]2)cc1
  A: -0.6; B: 20; C: 0.3; D: -6
CCN1C(=O)C(O)(CC(=O)c2ccc(F)cc2)c2cc([N+](=O)[O-])ccc21 (centres undefined)
  A: 1.0; B: 11; C: 0.0; D: -9
COc1ccc(NC(=O)COc2ccc(Cl)c(C)c2)cc1
  A: -0.6; B: -22; C: -0.1; D: 2
CCC(c1nnnn1C1CCCCC1)N1CCN(c2ccc(OC)cc2)CC1 (centres undefined)
  A: 2.2; B: 2; C: 0.7; D: 3
CC1(C)CC(=O)C2=C(C1)Nc1ccccc1N(C(=O)Cc1ccccc1)C2c1cccc(O)c1 (centres undefined)
  A: 3.0; B: 18; C: 0.3; D: 4
O=C(CCCn1ncn2c(cc3occc32)c1=O)N1CCCCCC1
  A: -0.1; B: 11; C: -0.1; D: -5
CCOC(=O)c1ccccc1NC(=O)c1cn(-c2ccc(OC)cc2)c(=O)c2ccccc12
  A: -0.3; B: 3; C: 0.1; D: 1
CC1(C)Cc2c(ccc3ccccc23)-c2nnc(-c3cccnc3)n21
  A: 1.8; B: -1; C: -0.1; D: -5
O=C(NC(NC(=O)c1ccccc1)C(=O)c1ccccc1)c1ccccc1
  A: -0.7; B: 0; C: -0.1; D: -13
S=c1nc(C2CCCCC2)[nH][nH]1
  A: 0.3; B: 7; C: -0.1; D: 4
Oc1ccccc1/C=N/Nc1cccc2cccnc12
  A: -0.2; B: 4; C: -0.3; D: -21
Fc1ccccc1NC(=S)NCc1cccs1
  A: -1.6; B: -28; C: 0.1; D: -6
COc1cc(NS(=O)(=O)c2ccc(OC)c(OC)c2)c(OC)cc1Cl
  A: 1.5; B: 9; C: 0.1; D: 48*
COc1cccc(C(=O)NC(=S)Nc2ccc(Br)c(C)n2)c1
  A: -0.8; B: 3; C: 0.1; D: -5
CC1=NN(c2ccccc2)C(=O)/C1=C/c1cc(-c2ccccc2)n(-c2ccc([N+](=O)[O-])cc2)c1-c1ccccc1
  A: 1.3; B: -8; C: -0.4; D: -10
CCSC(N)=Nc1ccc(C(F)(F)F)cc1
  A: 0.9&-0.5; B: -4&4; C: 0.1; D: -6
COc1cccc(N2CC(NC(=O)NCc3ccco3)CC2=O)c1 (centres undefined)
  A: 1.3; B: 6; C: -0.1; D: -2
Cc1cccc(NC(=O)N2CCN(c3ccc(Nc4cccnc4)nn3)CC2)c1C
  A: -1.2; B: -19; C: -0.3; D: -6
O=C1N/C(=N\O)S/C1=C/c1ccc(C(=O)O)cc1
  A: -6.6; B: 5; C: -0.6; D: 15
O=C(Nc1ccc(F)cc1)c1cc(S(=O)(=O)N2CCOCC2)ccc1F
  A: 1.0; B: -14; C: 0.1; D: -9
COc1ccc(S(=O)(=O)NC2CCCCCC2)c2ccccc12
  A: -2.6; B: 8; C: 0.2; D: 0
COc1ccc(C(CN)Cc2ccccc2)cc1OC (centres undefined)
  A: -1.8; B: 5; C: 0.8; D: -10
C=CCn1c(SCC(=O)N2CCOCC2)nc(O)c(CC)c1=O
  A: 1.8; B: 0; C: -0.2; D: 8
COCCNC(=O)c1cccc(OC2CCN(C(C)CCC(=O)OC)CC2)c1 (centres undefined)
  A: 0.5; B: -7; C: -0.1; D: 7
Oc1ccc(/C=N/Nc2cc(N3CCCC3)nc(N3CCCC3)n2)cc1
  A: -1.1; B: -5; C: -0.1; D: 3
COC(=O)c1c(NC(=O)COc2cc(C)c(Cl)c(C)c2)sc(C)c1C
  A: -0.4; B: -2; C: -0.2; D: 2
O=C1C2CCCN2C(c2ccco2)N1c1ccc(Cl)cc1 (centres undefined)
  A: 2.3; B: 3; C: 0.6; D: 1
COc1ccc(NC(=O)c2ccc3c(=O)n(Cc4cccc(Br)c4)c(=S)[nH]c3c2)c(OC)c1
  A: -0.3; B: 19; C: 0.0; D: 0
COC(=O)c1c(C)oc2ccc(OCC(=O)OC(C)(C)C)cc12
  A: 0.3; B: -4; C: 0.1; D: -1

# Some of the entries so far, tab-delimited:
canonical_smiles	GPR151 activ	MITF inh	FBW7 activator	TEAD-YAP inh
O=C(NC(NC(=O)c1ccccc1)C(=O)c1ccccc1)c1ccccc1	-0.7	0	-0.1	-13
S=c1nc(C2CCCCC2)[nH][nH]1	0.3	7	-0.1	4

# Additional results
# Short forms: A = GPR151 activ; B = MITF inh; C = FBW7 activator; D = TEAD-YAP inh
Cc1sc2c(sc(C)[n+]2CCCS(=O)(=O)O)c1C
  A: -1.0; B: 13; C: 0.1; D: 1
O=C(NCC1CCCO1)c1cnc(N2CCCC2)nc1 (centres undefined)
  A: -0.1; B: 15; C: 1.1; D: -12
Cc1cc(OCC(=O)Nc2ccc(S(=O)(=O)N3CCC(C)CC3)cc2)ccc1Br
  A: -0.9; B: 0; C: -0.1; D: 4
CCc1ccc(NC(=O)C(=O)N/N=C(\C)CC(=O)NCc2ccco2)cc1
  A: 0.5; B: 2; C: -0.1; D: -10
Cc1cc(C)c(C(=O)NC(C)c2cnn(-c3ccccn3)c2C)c(=O)[nH]1 (centres undefined)
  A: -1.8; B: 8; C: 0.1; D: -21
O=C(Oc1cccnc1)c1ccccc1
  A: 0.3; B: -4; C: 0.0; D: -2
Cc1ccc(NCCNC(=O)Nc2ccc(F)c(Cl)c2)nn1
  A: -0.3; B: -8; C: -0.1; D: -6
COc1cccc(C2=NN(C)C(=NCc3ccccc3)SC2)c1
  A: 2.8; B: -9; C: -0.2; D: -12
Cc1cc(S(=O)(=O)Nc2ccccc2C)ccc1F
  A: 4.5; B: -9; C: 0.0; D: -12
FC(F)(F)c1nnc2c3ccccc3c(Cl)nn12
  A: -0.6; B: -15; C: -0.3; D: 4
